Compound activity deposited in PubChem BioAssay by Broad Institute.
TcdB GH inh: TcdB glycohydrolase inhibition | P18177 | TcdB glycohydrolase enzymatic assay, plate reader | inhibition, % at 9.99 µM | 0.24% of 350,000 active | AID 652162; in the data active = inhibition above about 10%
Numbers without * were called inactive. Some of the compounds tested. The share of hits here may be higher or lower than overall.

SMILES	TcdB GH inh
C[C@@H]1CN([C@@H](C)CO)C(=O)c2cccc(NS(=O)(=O)c3cn(C)cn3)c2O[C@H]1CN(C)C(=O)Nc1cccc2ccccc12	-1.1
CC=Cc1ccc2n(c1=O)C[C@@H]1[C@@H](CO)[C@H](C(=O)N[C@@H](C)c3ccccc3)N(C(=O)c3ccccn3)[C@H]21 (mixture of isomers)	0.7
COc1ccc(S(=O)(=O)N(C)C[C@@H]2OCCCC[C@H](C)Oc3ccc(N(C)C)cc3C(=O)N([C@@H](C)CO)C[C@@H]2C)cc1	-14
C[C@H]1CN([C@@H](C)CO)C(=O)c2ccccc2-c2ccccc2CO[C@H]1CN(C)C(=O)Oc1ccccc1	-0.1
COc1cccc(NC2=NCCS2)c1	-0.3
CO[C@@H]1CN(C)C(=O)c2cc(NS(C)(=O)=O)ccc2OC[C@@H](C)N(C(=O)CC2CC2)C[C@H]1C	0.3
O=C(C[C@H]1CC[C@H](NC(=O)NC2CCCCC2)[C@@H](CO)O1)NCc1ccc(Cl)cc1	-0.8
C[C@@H]1CN([C@H](C)CO)C(=O)Cc2cc(NC(=O)Nc3ccccc3)ccc2O[C@@H]1CN(C)C(=O)Nc1ccc(F)cc1	0.6
C[C@@H]1CN([C@@H](C)CO)C(=O)Cc2cc(NS(=O)(=O)c3cccs3)ccc2O[C@H]1CN(C)CC1CC1	0.6
CC(C)NC(=O)N(C)C[C@H]1Oc2c(NC(=O)Nc3ccc(C(F)(F)F)cc3)cccc2C(=O)N([C@@H](C)CO)C[C@@H]1C	1.7
COc1cccc(S(=O)(=O)N[C@H]2C=C[C@@H](CC(=O)NC3CCC3)O[C@H]2CO)c1	0.5
Cc1noc(C)c1NC(=O)N(C)C[C@H]1OCCCC[C@@H](C)Oc2ccc(NC(=O)CCC(F)(F)F)cc2C(=O)N([C@H](C)CO)C[C@@H]1C	1.4
CCCN(C)C[C@@H]1OCCCC[C@@H](C)Oc2ccc(NC(=O)Nc3ccc(C(F)(F)F)cc3)cc2C(=O)N([C@H](C)CO)C[C@@H]1C	-4.0
COCC(=O)N1[C@H](C#N)[C@@H](c2ccccc2-c2ccccc2F)[C@H]1CO	1.2
C[C@@H]1CN([C@@H](C)CO)S(=O)(=O)c2ccc(-c3ccncc3)cc2O[C@@H]1CN(C)Cc1ccc(Oc2ccccc2)cc1	14*
C[C@@H]1CN([C@@H](C)CO)C(=O)c2cc(C3=CCCC3)cnc2O[C@H]1CN(C)Cc1ccc(F)cc1	0.3
C[C@@H]1CN([C@H](C)CO)C(=O)c2cc(NC(=O)NC3CCCCC3)ccc2O[C@@H]1CN(C)Cc1ccncc1	2.7
C[C@@H]1CN([C@H](C)CO)C(=O)c2cc(NC(=O)CCN3CCOCC3)ccc2O[C@@H]1CN(C)C(=O)Nc1ccc(C(F)(F)F)cc1	0.5
C[C@H]1CN([C@@H](C)CO)C(=O)c2cc(N(C)C)ccc2O[C@H]1CN(C)C(=O)Nc1ccc(F)cc1	-7.1
O=C(NC1CCC1)[C@@H]1[C@@H](CO)[C@@H]2Cn3c(ccc(C4=CCCCC4)c3=O)[C@H]1N2CC1CC1	0.1
C[C@H](CO)N1C[C@H](C)[C@H](CN(C)C(=O)NC2CCCC2)Oc2ncc(-c3ccccc3F)cc2C1=O	-0.2
COc1ccc(-c2ccc3n(c2=O)C[C@H]2[C@H](CO)[C@@H](C(=O)N(C)C)N(CC4CCOCC4)[C@@H]32)cc1	-3.4
C[C@@H]1CCCCO[C@@H](CN(C)C(=O)NC2CCCCC2)[C@H](C)CN([C@H](C)CO)C(=O)c2cc(NS(=O)(=O)c3cccs3)ccc2O1	0.3
C[C@H]1CN([C@@H](C)CO)C(=O)c2cc(C3=CCCCC3)cnc2O[C@@H]1CN(C)C(=O)c1cccc(F)c1	-1.6
C[C@H](CO)N1C[C@H](C)[C@@H](CN(C)S(=O)(=O)c2ccccc2)OCCCC[C@H](C)Oc2ccc(NS(=O)(=O)c3ccc(Cl)cc3)cc2C1=O	-2.1

New compounds follow:
SMILES	TcdB GH inh
CO[C@@H](CN(C)S(=O)(=O)c1ccc(F)cc1)[C@@H](C)CN(Cc1ccccc1Cl)[C@@H](C)CO	0.8
C[C@@H](NC(=O)C[C@H]1CC[C@@H](NC(=O)C2CC2)[C@H](CO)O1)c1ccccc1	-2.1
COc1ccccc1-c1cnc2c(c1)C(=O)N([C@@H](C)CO)C[C@H](C)[C@H](CN(C)C(=O)c1cccnc1)O2	-3.1
CC(C)(C)S(=O)N1Cc2cc(C(=O)N[C@@H]3CCN(Cc4ccccc4)C3)nc(-c3cccc(C#CCC4CCCC4)c3)c2[C@H]1CCO (some centres not stated)	-2.0
COc1ccccc1CNC(=O)C[C@@H]1CC[C@@H](NC(=O)CN(C)C)[C@@H](CO)O1	-0.2
C[C@H]1CN([C@@H](C)CO)C(=O)c2cccc(NC(=O)C3CCCCC3)c2O[C@H]1CN(C)C(=O)Nc1ccc(F)cc1	0.1
Cc1ccc(-c2ccc3c(c2)O[C@@H](CN(C)C(=O)Nc2ccc(C(F)(F)F)cc2)[C@@H](C)CN([C@@H](C)CO)S3(=O)=O)cc1	0.1
C[C@@H]1CN([C@@H](C)CO)C(=O)c2cccc(NC(=O)NC3CCCCC3)c2O[C@H]1CN(C)S(=O)(=O)c1ccc(Cl)cc1	-0.2
O=C(CN1CCOCC1)N1CCCCN2[C@H](C1)[C@@H](c1ccc(/C=C/c3ccccc3)cc1)[C@@H]2CO	1.8
C[C@@H]1CN([C@H](C)CO)S(=O)(=O)c2ccc(C3=CCCC3)cc2O[C@@H]1CN(C)C(=O)C1CCCCC1	3.2
COc1cccc(-c2ccc3c(c2)[C@H]2[C@H](CCN2C(=O)C2CC2)[C@H](CO)N3)c1	0.4
C[C@@H]1CCCCO[C@H](CN(C)S(=O)(=O)c2cn(C)cn2)[C@@H](C)CN([C@@H](C)CO)C(=O)c2cc(NC(=O)Nc3cccc4ccccc34)ccc2O1	-1.4
Cc1cccc(-c2ccc([C@H]3[C@H]4CN(C(=O)Cc5ccccn5)CC(=O)N4[C@H]3CO)cc2)c1	-0.2
C[C@@H]1CN([C@H](C)CO)C(=O)c2cccc(NS(=O)(=O)c3ccc(Cl)cc3)c2O[C@H]1CN(C)S(=O)(=O)c1ccc(Cl)cc1	-0.7
COCC#Cc1ccc2c(c1)O[C@H](CN(C)C(C)=O)[C@H](C)CN([C@@H](C)CO)S2(=O)=O	-0.8
CCCNC(=O)N1CCC2(CC1)CN(C(=O)Nc1ccc(F)cc1)[C@@H](CO)c1[nH]c3cc(OC)ccc3c12	-0.6
O=C(O)C[C@@H]1C[C@H]2c3cc(NC(=O)Nc4ccc(C(F)(F)F)cc4)ccc3O[C@H]2[C@H](CO)O1	1.4
O=C(C[C@H]1C=C[C@@H](NS(=O)(=O)c2ccc(F)cc2)[C@@H](CO)O1)NCc1ccc(Cl)c(Cl)c1	1.3
O=C1CN(S(=O)(=O)c2cccc(F)c2)C[C@@H]2[C@H](c3ccc(C4=CCCC4)cc3)[C@H](CO)N12	0.3
O=C(C[C@H]1CC[C@H]2[C@@H](COC[C@H](O)CN2C(=O)c2ccccc2F)O1)NCc1ccc(F)cc1	1.0
C[C@H](O)C#Cc1cnc2c(c1)C(=O)N([C@@H](C)CO)C[C@H](C)[C@@H](CN(C)Cc1cccc(F)c1)O2	-0.1
CC(C)NC(=O)Nc1ccc2c(c1)CC(=O)N([C@H](C)CO)C[C@H](C)[C@H](CN(C)C(=O)Nc1ccc3c(c1)OCO3)O2	0.0
N#C[C@H]1[C@@H](c2ccc(C3=CCCCC3)cc2)[C@H](CO)N1C(=O)c1ccccn1	-0.2
C[C@@H]1CN([C@@H](C)CO)C(=O)Cc2cc(NS(=O)(=O)c3ccc(Cl)cc3)ccc2O[C@@H]1CN(C)Cc1ccc2c(c1)OCO2	-0.5
C[C@H](CO)N1C[C@H](C)[C@@H](CN(C)C(=O)Nc2ccc(C(F)(F)F)cc2)Oc2ccc(NS(=O)(=O)c3ccc(Cl)cc3)cc2CC1=O	0.3

The results go on.
SMILES	TcdB GH inh
COC(=O)C[C@H]1CC[C@H](NC(=O)c2ccccc2)[C@H](CO)O1	-1.0
Cc1noc(C)c1NC(=O)N(C)C[C@H]1Oc2ccc(NS(=O)(=O)c3ccc(Cl)cc3)cc2CC(=O)N([C@@H](C)CO)C[C@@H]1C	0.7
COCC#Cc1cnc2c(c1)C(=O)N([C@@H](C)CO)C[C@@H](C)[C@@H](CN(C)C(=O)c1cnccn1)O2	0.6
COc1ccccc1S(=O)(=O)N[C@H]1CC[C@H](CCn2cc(C3CCCCC3)nn2)O[C@@H]1CO	-1.4
COC(=O)C[C@H]1CC[C@H](NC(=O)Nc2ccccc2F)[C@@H](CO)O1	0.5
Cc1ccc(S(=O)(=O)Nc2ccc3c(c2)C(=O)N([C@H](C)CO)C[C@@H](C)[C@H](CN(C)S(=O)(=O)c2c(C)noc2C)OCCCC[C@H](C)O3)cc1	-0.3
CCNC(=O)C[C@@H]1CC[C@H]2[C@H](COc3ccc(NC(C)=O)cc3C(=O)N2C)O1	10*
COc1ccccc1CNC(=O)C[C@@H]1C[C@H]2c3cc(NS(C)(=O)=O)ccc3O[C@H]2[C@H](CO)O1	-0.2
COC(=O)C[C@@H]1CC[C@@H]2[C@@H](COc3ccc(NC(=O)Nc4cccc(C#N)c4)cc3C(=O)N2C)O1	0.4
COc1ccc(NC(=O)N(C)C[C@H]2OCCCC[C@@H](C)Oc3ccc(NS(=O)(=O)c4ccc(C)cc4)cc3C(=O)N([C@@H](C)CO)C[C@@H]2C)cc1	0.9
O=C(Nc1cc(F)ccc1F)N1C[C@H]2[C@@H](c3ccccc31)[C@@H](CO)N2Cc1ccncc1	-3.6
C[C@@H]1CN([C@H](C)CO)C(=O)c2cc(-c3ccncc3)cnc2O[C@H]1CN(C)C(=O)Cc1ccccn1	0.3
C[C@@H]1CCCCO[C@H](CN(C)C(=O)Nc2ccccc2)[C@H](C)CN([C@@H](C)CO)C(=O)c2cc(NC(=O)c3ccncc3)ccc2O1	-0.2
Cc1noc(C)c1NC(=O)Nc1ccc2c(c1)C(=O)N([C@H](C)CO)C[C@H](C)[C@H](CN(C)S(=O)(=O)c1cn(C)cn1)OCCCC[C@@H](C)O2	0.2
Cc1ccc(S(=O)(=O)Nc2ccc3c(c2)CC(=O)N([C@H](C)CO)C[C@H](C)[C@@H](CN(C)C(=O)NC(C)C)O3)cc1	-0.1
Cc1ccc(S(=O)(=O)N(C)C[C@@H]2Oc3ccc(N(C)C)cc3CC(=O)N([C@@H](C)CO)C[C@H]2C)cc1	-2.5
C[C@@H]1CCCCO[C@H](CN(C)C(=O)C2CCCCC2)[C@H](C)CN([C@@H](C)CO)C(=O)c2cc(NC(=O)CCCCCC(=O)Nc3ccccc3N)ccc2O1	-2.5
CCCC(=O)N1CC2(C1)CN(Cc1ccc(Cl)cc1)[C@H](CO)c1[nH]c3cc(OC)ccc3c12	0.0
Clc1cc(Cl)cc(CN2Cc3cc(Br)ccc3-n3nncc3C2)c1	2.0
COc1ccc(NC(=O)Nc2ccc3c(c2)CC(=O)N([C@H](C)CO)C[C@H](C)[C@H](CN(C)C(=O)NC2CCCCC2)O3)cc1	0.1
C[C@H](O)C#Cc1cnc2c(c1)C(=O)N([C@H](C)CO)C[C@@H](C)[C@@H](CN(C)C(=O)CC1CC1)O2	0.5
CCOC(=O)C[C@@H]1OC2CCCCC2N1S(=O)(=O)c1ccc(C)cc1 (some centres not stated)	3.1
COc1ccc2c3c([nH]c2c1)[C@H](CO)N(C(=O)c1ccncc1)CC31CN(C)C1	1.9
C[C@H](CO)N1C[C@H](C)[C@H](CN(C)S(=O)(=O)c2cccc(F)c2)Oc2ncccc2C1=O	0.2
C[C@@H]1CN([C@H](C)CO)C(=O)c2cc(-c3ccccc3F)cnc2O[C@H]1CN(C)Cc1cccc(C(=O)O)c1	-6.7
O=C(Nc1cccc(F)c1)N1CCCCN2[C@@H](CO)[C@H](c3ccc(-c4ccccc4F)cc3)[C@@H]2C1	-0.6
C[C@@H]1CN([C@H](C)CO)C(=O)c2cccc(NS(=O)(=O)c3cccs3)c2O[C@H]1CN(C)Cc1ccc(C(F)(F)F)cc1	-11
C[C@H](CO)N1C[C@H](C)[C@H](CN(C)C(=O)Nc2cccc3ccccc23)Oc2ccc(NS(=O)(=O)c3ccccc3)cc2C1=O	1.1
CCC(=O)N1C[C@@H](C)[C@H](OC)CN(C)C(=O)c2cc(NC(=O)c3ccc(F)cc3)ccc2OC[C@H]1C	-0.5
CCCNC(=O)c1cc2c(c(-c3cccc(-c4cccc(F)c4)c3)n1)[C@H](CCO)N([S@@](=O)C(C)(C)C)C2	1.2

12 entries from above, ordered by molar mass, smallest number first:
SMILES	TcdB GH inh
COC(=O)C[C@H]1CC[C@H](NC(=O)c2ccccc2)[C@H](CO)O1	-1.0
CCNC(=O)C[C@@H]1CC[C@H]2[C@H](COc3ccc(NC(C)=O)cc3C(=O)N2C)O1	10*
C[C@H](O)C#Cc1cnc2c(c1)C(=O)N([C@H](C)CO)C[C@@H](C)[C@@H](CN(C)C(=O)CC1CC1)O2	0.5
C[C@H](CO)N1C[C@H](C)[C@H](CN(C)S(=O)(=O)c2cccc(F)c2)Oc2ncccc2C1=O	0.2
COCC#Cc1cnc2c(c1)C(=O)N([C@@H](C)CO)C[C@@H](C)[C@@H](CN(C)C(=O)c1cnccn1)O2	0.6
COC(=O)C[C@@H]1CC[C@@H]2[C@@H](COc3ccc(NC(=O)Nc4cccc(C#N)c4)cc3C(=O)N2C)O1	0.4
CCC(=O)N1C[C@@H](C)[C@H](OC)CN(C)C(=O)c2cc(NC(=O)c3ccc(F)cc3)ccc2OC[C@H]1C	-0.5
C[C@@H]1CN([C@H](C)CO)C(=O)c2cc(-c3ccccc3F)cnc2O[C@H]1CN(C)Cc1cccc(C(=O)O)c1	-6.7
COc1ccc(NC(=O)Nc2ccc3c(c2)CC(=O)N([C@H](C)CO)C[C@H](C)[C@H](CN(C)C(=O)NC2CCCCC2)O3)cc1	0.1
Cc1noc(C)c1NC(=O)N(C)C[C@H]1Oc2ccc(NS(=O)(=O)c3ccc(Cl)cc3)cc2CC(=O)N([C@@H](C)CO)C[C@@H]1C	0.7
Cc1noc(C)c1NC(=O)Nc1ccc2c(c1)C(=O)N([C@H](C)CO)C[C@H](C)[C@H](CN(C)S(=O)(=O)c1cn(C)cn1)OCCCC[C@@H](C)O2	0.2
COc1ccc(NC(=O)N(C)C[C@H]2OCCCC[C@@H](C)Oc3ccc(NS(=O)(=O)c4ccc(C)cc4)cc3C(=O)N([C@@H](C)CO)C[C@@H]2C)cc1	0.9
